ROC1-CUL1 inh – blocks human RBX1-Cullin-1 di-ubiquitin formation. AID 1347404. in vitro K48 di-Ub FRET, acceptor:donor ratio, 45 min. 140,000 compounds, 0.6% hits. P62877+Q13616. inhibition, % at 10 µM; in the data active means inhibition above about 25%
Target sequence (P62877 whole entry, looked up): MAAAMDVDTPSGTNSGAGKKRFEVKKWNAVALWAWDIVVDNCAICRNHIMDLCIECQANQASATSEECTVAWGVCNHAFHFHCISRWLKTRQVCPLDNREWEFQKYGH
Target sequence (Q13616 whole entry, looked up): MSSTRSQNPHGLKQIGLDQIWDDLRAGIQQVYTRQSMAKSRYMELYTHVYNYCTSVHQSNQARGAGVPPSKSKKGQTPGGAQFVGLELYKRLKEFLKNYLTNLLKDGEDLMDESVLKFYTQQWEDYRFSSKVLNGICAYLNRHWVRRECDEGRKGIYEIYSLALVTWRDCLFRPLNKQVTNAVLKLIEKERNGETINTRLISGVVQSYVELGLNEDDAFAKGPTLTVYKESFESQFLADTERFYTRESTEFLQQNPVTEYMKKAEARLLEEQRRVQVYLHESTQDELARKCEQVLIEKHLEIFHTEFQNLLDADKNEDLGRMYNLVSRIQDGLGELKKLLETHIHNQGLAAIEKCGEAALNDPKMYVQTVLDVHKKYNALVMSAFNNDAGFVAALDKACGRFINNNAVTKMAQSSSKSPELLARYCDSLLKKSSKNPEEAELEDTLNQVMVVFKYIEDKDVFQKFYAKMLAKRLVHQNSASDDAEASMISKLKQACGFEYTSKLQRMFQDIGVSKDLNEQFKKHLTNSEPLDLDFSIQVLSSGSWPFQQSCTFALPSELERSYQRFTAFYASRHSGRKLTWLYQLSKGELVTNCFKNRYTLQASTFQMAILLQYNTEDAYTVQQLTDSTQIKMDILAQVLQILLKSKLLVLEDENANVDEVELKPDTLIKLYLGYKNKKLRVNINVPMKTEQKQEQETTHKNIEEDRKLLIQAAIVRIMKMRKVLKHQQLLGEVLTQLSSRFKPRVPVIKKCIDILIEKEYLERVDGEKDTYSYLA
Numbers without * were called inactive. A portion of the library; the hit share may differ from the screen's.

#	SMILES	ROC1-CUL1 inh
1	CC(C)(C)c1ccc(CSc2nnc(SCc3cccc(Cl)c3)s2)cc1	-7
2	C1=CC2CCC1C1C3N=NC(C21)C1C2C=CC(C2)C31 (stereo not given)	12
3	CCCCN1CC(C(=O)Nc2ccc(F)cc2)CC1=O (stereo not given)	-3
4	CCSc1nc(-c2ccc(OC)cc2)nc2c1COC(C)(C)C2	9
5	Nc1ncc(CN2CCC(Oc3ccc(C(=O)N4CCCC4)cc3)CC2)cn1	2
6	CCCCCN1CSC(=S)N(Cc2ccccc2)C1	-1
7	COc1cccc(C=C2C(=O)N(C)C(=O)N(C)C2=O)c1	-4
8	COC(=O)Nc1nc(-c2cccc(Cl)c2)c(C)s1	3
9	Oc1ccc2ccccc2c1Br	9
10	Cn1c2c(c3cc(C4CCCCC4)ccc31)CCc1cn[nH]c1-2	-7
11	CCOC(=O)C1C(C)=NC(=S)NC1c1ccc(OC)c(CN2CCCC2)c1 (stereo not given)	-5
12	COc1cccc(C(=O)Nc2cc(-c3cn4cccnc4n3)ccc2C)c1OC	4
13	CCCCc1ccc(-n2nnc(C(=O)Nc3ccccc3F)c2C)cc1	-2
14	CN(C)C(=O)c1ccc(N(Cc2ccc(F)cc2)S(C)(=O)=O)cc1	-3
15	S=C(NC1CCCCC1)NC1CCCCC1	-6
16	CC(=O)N1CCN(c2ccc(NC(=O)c3ccc(-c4cccc(F)c4)o3)cc2)CC1	2
17	O=C(O)c1cccc(-c2ccc(/C=c3/sc4n(c3=O)C(c3cccc(F)c3)C3=C(N=4)c4ccccc4CC3)o2)c1 (stereo not given)	73*
18	COc1ccc(C(=O)Nc2ccc(Cl)cc2C(F)(F)F)cc1	13
19	Cc1cc(Nc2cccc(Cl)c2)nc2ccc(NC(=O)COc3ccc(Cl)cc3)cc12	-1
20	O=S(=O)(CC1CC1)c1ncc(CN(CCO)CCO)n1CC1CCCCC1	-3
21	Cc1ccc2c(=O)cc(C(=O)Nc3sc4c(c3C(=O)NCC3CCCO3)CCC4)oc2c1 (stereo not given)	8
22	Cc1ccc(Cl)cc1NC(=O)C(C)n1nnc2sc(-c3ccccc3)cc2c1=O (stereo not given)	4
23	CCn1c2ccccc2c2cc(NC(C)=O)ccc21	-1
24	CSc1ccc(C2c3c(n[nH]c3-c3ccccc3Cl)OC(=N)C2C#N)cc1 (stereo not given)	-1
25	CCN1CC=C2C(C#N)C(=N)C(C#N)(C#N)C(c3ccc(C(F)(F)F)cc3)C2C1 (stereo not given)	-6
26	CC(C)c1cc(-c2n[nH]c(=S)n2Cc2ccccc2)cs1	-12
27	CC1=NN(c2ccccc2)C(=S)C1C=Nc1nc2ccccc2s1 (stereo not given)	-4
28	CCn1c(NC(=O)Nc2ccc(Cl)c(Cl)c2)nc2ccccc21	-5
29	CCOC(=O)c1ccc2c(c1)C1C=CCC1C(c1cccc([N+](=O)[O-])c1)N2 (stereo not given)	-8
30	Cc1ccc(NC(=NC(Cc2ccccc2)c2ccccc2)C(=NC(Cc2ccccc2)c2ccccc2)Nc2ccc(C)cc2)cc1 (stereo not given)	-3

Reprinted: compounds 8 to 9
#	SMILES	ROC1-CUL1 inh
8	COC(=O)Nc1nc(-c2cccc(Cl)c2)c(C)s1	3
9	Oc1ccc2ccccc2c1Br	9

Back to the main list; the 3 compounds before the break are reprinted first.
#	SMILES	ROC1-CUL1 inh
28	CCn1c(NC(=O)Nc2ccc(Cl)c(Cl)c2)nc2ccccc21	-5
29	CCOC(=O)c1ccc2c(c1)C1C=CCC1C(c1cccc([N+](=O)[O-])c1)N2 (stereo not given)	-8
30	Cc1ccc(NC(=NC(Cc2ccccc2)c2ccccc2)C(=NC(Cc2ccccc2)c2ccccc2)Nc2ccc(C)cc2)cc1 (stereo not given)	-3
31	Cc1nc(N2CCC(C(=O)N3CCC(c4ccncc4)CC3)CC2)nc2ccc(C(C)C)cc12	8
32	Cc1ccc2nc(-c3cn[nH]c3)c(C)c(C(=O)N(C)Cc3ccnc(C)c3)c2c1	3
33	CCCN1CCN(c2ncnc3sc(C(=O)Nc4ccc(OC(F)(F)F)cc4)c(C)c23)CC1	7
34	CN(Cc1ccco1)c1ccc(C(=O)N2CCC(Oc3cccnc3)CC2)cn1	4
35	CSc1ccc([N+](=O)[O-])c(SC)c1	-3
36	O=C(Cn1c(=O)n(Cc2ccc(C(=O)NCc3ccc4c(c3)OCO4)cc2)c(=O)c2ccccc21)Nc1cccc(Cl)c1	-3
37	COc1ccc(N(Cc2cccs2)C(=O)c2ccc(C(C)(C)C)cc2)cc1	4
38	CC1(C)OCC(C2OC(C)(C)OC2C(O)c2nc3ccccc3n2N)O1 (stereo not given)	1
39	Cn1c(SCC(=O)N/N=C/c2ccccc2OCC(=O)O)nc2ccccc21	4
40	COCC(NC(=O)Nc1n[nH]c(Cc2ccccc2)n1)c1ccnn1C (stereo not given)	-2
41	Cc1cc(C)cc(Nc2cc(C(=O)NCCCN(Cc3ccccc3)C(C)C)c3ccccc3n2)c1	4
42	Cc1ccc(C(=O)NC(NCc2cccnc2)C(Cl)(Cl)Cl)cc1 (stereo not given)	0
43	Cc1ccccc1CC(C1CCN(C(=O)c2ccc(Cl)cc2)CC1)N(C)C(=O)Cn1cccn1 (stereo not given)	1
44	O=C(CSCc1ccc(Cl)cc1)N/N=C/c1ccc2c3c(cccc13)CC2	-4
45	CCOCc1nc(-c2c(C)ncc3c2CCN(Cc2nc[nH]c2C)C3)no1	10
46	COc1ccc(OC)c(NC(=O)c2c(C)oc3ncnc(N4CCOCC4)c23)c1	3
47	COc1ccc(NC(=O)C2C(C)=Nc3ncnn3C2c2ccc[nH]2)cc1 (stereo not given)	3
48	CCCCNS(=O)(=O)c1ccc(OC(F)(F)F)cc1	0
49	O=C(CC1OCCN(Cc2ccccc2)C1=O)Nc1cc(Cl)cc(Cl)c1 (stereo not given)	3
50	Cc1cc(C)cc(OCC(=O)Nc2ccc(S(=O)(=O)Nc3onc(C)c3C)cc2)c1	0
51	Cc1ccc(Cl)cc1NC(=O)c1cnccn1	-4
52	COCc1ccc(C(=O)Nc2ccc(-c3nc(CNC(=O)c4ccc5ccccc5n4)c(C)o3)cc2)o1	-13
53	COc1ccc(CNC2CC2)cc1OCC(O)CN1CCCCC1 (stereo not given)	0
54	COc1ccc(CCNC(=O)Cn2cc(S(=O)(=O)Cc3cccc(Cl)c3)c3ccccc32)cc1OC	-2
55	Cc1ccc(N2C(=O)/C(=C/c3cc(C)n(-c4ccccc4)c3C)C(=O)N(c3ccccc3)C2=S)cc1C	0
56	CCc1ccc(-c2nc3cc(NC(=O)c4ccc(Br)o4)ccc3o2)cc1	-2
57	O=C(Nc1ccc(OC(F)(F)F)cc1)C1CCN(S(=O)(=O)c2cccs2)CC1	-1
58	Cc1cccc(OCCOc2ccc(/C=C3\N=C(c4ccccc4)OC3=O)cc2)c1	-10
59	Clc1ccc(-n2nnnc2C(c2ccccc2Cl)N2CCOCC2)cc1 (stereo not given)	8
60	CCOc1ccccc1CNC(=O)c1ccc(-c2nc(CSc3ccc(C)cc3)c(C)o2)cc1	-5

Molecules from the list above with bromine:
#	SMILES	ROC1-CUL1 inh
9	Oc1ccc2ccccc2c1Br	9
56	CCc1ccc(-c2nc3cc(NC(=O)c4ccc(Br)o4)ccc3o2)cc1	-2

(listing goes on)
#	SMILES	ROC1-CUL1 inh
61	CCN=C1S/C(=C\c2ccc(OCc3cccc(C(=O)O)c3)cc2)C(=O)N1CC	-6
62	COc1ccc2cc(-c3nc(Cl)c4c5c(sc4n3)CCCC5)c(=O)oc2c1	-11
63	N#Cc1cnn(-c2ncnc3sc4c(c23)CCCC4)c1N	2
64	CCC1CCCCN1C(=O)CCC1(Cc2ccc3ccccc3c2)CCC(=O)N1 (stereo not given)	-1
65	COC(=O)C1CCN(C(=O)c2cc(COc3ccc(F)c(F)c3)on2)CC1	6
66	CCOC(=O)c1c(NC(=O)CC(NC(=O)C(F)(F)F)c2ccc(OC)cc2)sc2c1CCC2 (stereo not given)	4
67	CC1(C)CC(=O)C(C(=S)Nc2ccccc2)C(=NCCN2CCOCC2)C1 (stereo not given)	3
68	Cc1ccccc1NC(=O)c1ccccc1-c1ccccc1C(=O)O	6
69	Cc1ncc2c(c1CNS(=O)(=O)c1cccs1)CCN(C(=O)Cc1ccc(F)cc1Cl)C2	4
70	O=[N+]([O-])c1ccc(N/N=C/c2cccc(O)c2O)c([N+](=O)[O-])c1	6
71	CC(C)(C)N(NC(=O)Nc1ccc(Cl)c(Cl)c1)C(=O)c1ccccc1	-8
72	O=[N+]([O-])c1ccc(Nc2cccc(C(F)(F)F)c2)nc1	9
73	COc1ccc(C(=O)n2cnc3ccccc32)cc1	0
74	CCN(C(=O)c1cc2c(s1)-c1ccccc1OC2)c1cccc(C(F)(F)F)c1	-10
75	COc1ccc(S(=O)(=O)c2c(Nc3c(C)cccc3C)sc(C(=O)c3ccc(F)cc3)c2N)cc1	0
76	CCc1ccc(CNCCCCO)cc1	-14
77	O=C1CC(c2cccc3ccccc23)C2=C(CCCC2=O)N1 (stereo not given)	0
78	Cc1ccc(-c2cc(C(=O)NC3CC3)c3cc(Br)ccc3n2)cc1C	5
79	O=S(=O)(Cc1ccc(Cl)cc1Cl)NCC1CCCO1 (stereo not given)	11
80	Clc1cccc(-c2nnc(CN3CCN(c4ccccn4)CC3)o2)c1	-4
81	O=C(COc1ccc(Cl)cc1)N1CCC(n2c(C3CCCO3)nc3cc(C(F)(F)F)ccc32)CC1 (stereo not given)	-2
82	Cc1cc(C)n(C(=O)c2cnn(-c3ccccc3)c2-c2ccccc2)n1	-6
83	COc1ccc(S(=O)(=O)c2cn(C)c3cc(N4CCOCC4)c(F)cc3c2=O)cc1	-5
84	Cn1c(=O)n(C)c2cc(N3CCOCC3)c(NS(=O)(=O)c3cccc(C#N)c3)cc21	-10
85	CCC(=O)NC(=S)Nc1ccc(S(=O)(=O)NC2CCCCC2)cc1	-8
86	O=C(N/N=C/C1CC2CCC1C2)C1CC1 (stereo not given)	-5
87	CCCCc1nc(N)c(C#N)c(-c2ccco2)c1CCC	1
88	O=C(CSc1nnnn1-c1ccc(F)cc1)N1CCCCC1	8
89	COc1ccc(CCC(=O)NCCN2Cc3cc(C)ccc3OC(C)C2)cc1OC (stereo not given)	-4
90	Cc1nc(N2CCCC2C(=O)NC2C3CC4CC2CC(O)(C4)C3)nc2cc(S(C)(=O)=O)ccc12 (stereo not given)	6
91	CCOC(=O)c1c(NC(=O)c2cccc(S(=O)(=O)NCc3ccccc3)c2)sc2c1CCC2	3
92	CCOC(=O)C1(C)CC(=Nc2ccc(C(N)=O)cc2)C(=O)N1c1ccccc1 (stereo not given)	7
93	CC(C)c1ccc(C2c3c(n[nH]c3-c3ccc(Cl)cc3)OC(=N)C2C#N)cc1 (stereo not given)	1
94	CCOc1ccc(-c2cc(NC(=O)Nc3ccccc3Cl)c(C(=O)OC)s2)cc1	-2
95	CC1=C(C(=O)OCc2ccccc2)C(c2ccc(OCc3ccccc3)cc2)N2C(=O)CCSC2=N1 (stereo not given)	-11
96	Cc1cccc(NC(=O)CC2C(=O)OCCN2Cc2ccccc2)c1 (stereo not given)	-13
97	CCOC(=O)c1c(C)[nH]c(C)c1S(=O)(=O)NCC(=O)NCc1cccc(C)c1	-1
98	CCCCCCOc1ccc(/C(CCCCC/C(=N\O)c2ccc(OCCCCCC)cc2)=N\O)cc1	-3
99	Cc1ccc(NC(=O)C2CCN(S(=O)(=O)c3ccc4[nH]c(=O)ccc4c3)CC2)cc1C	-1
100	CCCCOc1ccc(C(=O)Nc2ccc(-c3nc4ccccc4s3)cc2C)cc1	-2
101	COc1ccc(OC)c(C(=O)c2coc3cc(Br)c(O)c(Br)c23)c1	12
102	COc1ccc2c(c1)SC(c1ccc(OC)c(C)c1)CCN2Cc1cccc2nccnc12 (stereo not given)	1
103	COCCC1CCCCN1C(=O)CCc1nnc(Cc2cc(OC)ccc2OC)o1 (stereo not given)	-11
104	Cc1ccc(OC(C)C(=O)NC(C)c2ccccc2)c(C)c1 (stereo not given)	3
105	O=C(O)COc1ccc2c(=O)c(Oc3ccc(Cl)cc3Cl)c(C(F)(F)F)oc2c1	0
106	COc1ccc(C)cc1NC(=O)Cn1c(=O)oc2cc(S(=O)(=O)NCc3ccccc3)ccc21	-3
107	CC(C)C1CC(C(=O)Nc2ccccc2)C(=O)O1 (stereo not given)	8
108	CC(=O)OC[C@H]1C(OC(C)=O)=C[C@H]2CN(C3CCCCC3)C(=O)[C@H]2[C@H]1C(=O)Nc1ccccc1	-1
109	Cc1ccc(C(=O)c2oc3ccccc3c2NC(=O)COc2ccc(C(C)(C)C)cc2)cc1	5
110	Cc1ccc(C)c(NC(=O)C2CCCN(S(=O)(=O)c3cccc4nsnc34)C2)c1 (stereo not given)	-13
111	O=C(CSc1nc2ccccc2c(=O)[nH]1)NCCO	1
112	Cc1noc(C)c1C(=O)Nc1ccc(C(C)C)cc1	-1
113	Cc1ccc(NC(=O)CN2C(=O)S/C(=C/c3ccncc3)C2=O)cc1	2
114	CC1(C)O[C@@H]2[C@@H](O)C3OCC(O3)[C@@H]2O1 (stereo not given in full)	-5
115	CSCCC(NC(=O)c1ccccc1)C(=O)NCc1ccco1 (stereo not given)	-6
116	COc1ccccc1C(=O)Nc1cccc(C(=O)OCc2cc(=O)n3ccsc3n2)c1	-3
117	Cc1c(C(=O)Nc2ccc(Nc3ccccc3)cc2)nnn1-c1ccccc1	6
118	Cc1nc2nc[nH]n2c(=O)c1NS(C)(=O)=O	5
119	CC(C)OC(=O)c1nccnc1C(=O)Nc1ccccc1	5
120	Cc1cccc(OC(=O)c2snnc2C)c1C	2

Printed as active in ROC1-CUL1 inh (from the list above):
#	SMILES	ROC1-CUL1 inh
17	O=C(O)c1cccc(-c2ccc(/C=c3/sc4n(c3=O)C(c3cccc(F)c3)C3=C(N=4)c4ccccc4CC3)o2)c1 (stereo not given)	73*

High-throughput results from PubChem BioAssay.
